Compound activity as filed in PubChem.
RMI FANCM FP = RMI-FANCM interaction inhibition | 70,000 tested, 0.58% active | FP signal (polarization) at 33 µM | Fluorescence polarization, RMI core complex with F-MM2 peptide; hits give low values; in the data active = FP signal below about 40; note: inactives centre near 61; strong numbers were not always called active; unit not given here
The depositor's hits bear a star; & = joins results of further samples. An excerpt; rates above refer to the full screens.

RMI FANCM FP	structure
56	COC(=O)c1n[nH]nc1C(=O)OC
104	O=C(CCc1nc2sc3c(c2c(=O)[nH]1)CCCCC3)NC1CCCCCC1
74	CCOc1cc(-c2nnc(NC(=O)Cc3ccc(C)c(C)c3)o2)cc(OCC)c1OCC
144	COc1ccc(-c2noc(-c3c(SC)nn(CC(=O)Nc4ccc(C)cc4Cl)c3N)n2)cc1
86	COc1cccc(CNC(=O)Cn2cnc3c([nH]c4ccc(C)cc43)c2=O)c1
63	O=C(NCCCO)C(=O)Nc1ccc(Cl)c(N2CCCS2(=O)=O)c1
61	CCC(=O)Nc1ccc2c(c1)CCN2C(C)=O
58	Cc1ccc(C(=O)N2CCN(c3ccccc3)CC2)cc1S(=O)(=O)N1CCCCC1
59	OCc1ccccc1O[C@@H]1O[C@H](CO)[C@@H](O)[C@H](O)[C@H]1O
96	O=C(COc1ccccc1Cl)Nc1ccc2c(=O)c3cccc(F)c3oc2c1
71	O=C(Nc1ccc(F)cc1)c1sc(Nc2ccccc2)nc1-c1ccccc1
62	Cc1ccc(NC(=O)NCCCn2ncccc2=O)cc1C
64	CCCc1cc(-n2nc(C)cc2C)n2nc3nc(C)cc(C)c3c2n1
61	O=C(Nc1ncnc2c1CCC2)C1CCN(S(=O)(=O)c2ccc(F)cc2)CC1
73	CN(C)c1ccc(/C=C/C#N)cc1
65	Cc1c(NC(=O)CCCCCN2C(=O)/C(=C\c3cccs3)SC2=S)c(=O)n(-c2ccccc2)n1C
1*	Cc1onc(-c2ccccc2Cl)c1C(=O)Nc1ccc2c(c1)COCO2
58	Cn1c(=O)c(C=Nc2ccccc2)c(O)c2ccccc21
57	Cc1ccc(C)c(S(=O)(=O)Nc2ccc(O)c(C(=O)O)c2)c1
89	O=C(NCCn1ncc2c(=O)n(Cc3cccc4ccccc34)cnc21)c1cc2ccccc2o1
52	O=C1c2ccc([N+](=O)[O-])cc2C(=O)N1CNc1ccc(Oc2ccccc2)cc1
68	CCOC(=O)c1c(NC(=O)CN2CCC(C)CC2)sc(C)c1-c1ccc(Cl)cc1
60	COc1cc(C)ccc1NC(=O)CSc1nnc2ccc(C(=O)Nc3ccc(C)cc3)cn12
69	CCn1nc(C)cc1C(=O)Nc1nnc(C2CCCCC2)o1
36	Cn1c(SCCS(=O)(=O)c2ccc(OC(F)(F)F)cc2)nnc1C(F)(F)F
56	CCOc1ccc(CC(=O)NCC(c2ccco2)N(C)C)cc1 (stereo not drawn)
56	Cc1cccc(C)c1NC(=O)C(=O)NCCc1c[nH]c2ccccc12
60	O=C(NCc1ccc(F)cc1)C(=O)NCC1OCCN1S(=O)(=O)c1ccc([N+](=O)[O-])cc1 (stereo not drawn)
61	O=C(NNC(=O)c1cccn(Cc2ccc(F)cc2)c1=O)c1cccs1
61	CCOc1ccccc1NC(=O)/C=C/c1ccc(CC)o1
67	CNC(=O)Cc1cc(=O)[nH]c(=S)[nH]1
84	Cc1cc(C)n(CC(=O)Nc2ccccc2Cl)c(=O)c1-c1nc(-c2ccc(F)cc2)no1
54	CC(C)(C)C1CCc2oc3c(cc(NS(=O)(=O)c4ccc(Cl)c([N+](=O)[O-])c4)c4ccccc43)c2C1 (stereo not drawn)
55	OC[C@H]1OC([S-])[C@H](O)[C@@H](O)[C@@H]1O.[Au+] (stereo partly drawn)
87	Cc1ccc(C(=O)Nc2sc3c(c2C(N)=O)CCCC3)cc1
62	CCOc1ccccc1NC(=O)CSc1nnc(C)c2cnn(-c3ccccc3)c12
62	NC(=S)N/N=C1/CCCCC1c1cc(C(=O)O)ccn1 (stereo not drawn)
70	Cc1n[nH]c(=O)c2c1cnn2C(C)(C)C
190	CCCN1CCCc2cc(CCNS(=O)(=O)Cc3ccccc3Cl)ccc21
72	O=C(COc1ccc(Cl)cc1)NCC(=O)N1CCOC(c2ccccc2)C1 (stereo not drawn)
95	Cc1ccccc1-c1nnc(NC(=O)CSc2nc3ccccc3s2)s1
65	Cc1cccc(-c2nnc(NC(=O)c3ccc4ncsc4c3)o2)c1
62	CCCn1c(C(C)NC(=O)c2ccc(OC)c(OC)c2)nc2ccccc21 (stereo not drawn)
53	CCOC(=O)c1cc(=O)c2c(O)cccc2o1
68	Cc1ccc2nc(N(CCCN3CCOCC3)C(=O)c3ccno3)sc2c1
57	N#CC1=C(N)Oc2c(oc(CO)cc2=O)C1c1ccccc1Br (stereo not drawn)
62	O=c1[nH][nH]c(=O)c2ccccc12
61	O=C(O)c1cnn2c1[nH]c(=O)c1ccccc12
55	COc1cc(C(=O)NC(=S)Nc2cccc3c2C(=O)NC3=O)cc(OC)c1OC
59	O=C1c2c(Cl)c(Cl)c(Cl)c(Cl)c2C(=O)N1c1cccc([N+](=O)[O-])c1
57	CC(/C=N\NC(=O)CCn1nnc2ccccc21)=C\c1ccccc1
63	OC(COCC1CC2CCC1C2)CN1CCN(Cc2ccc3c(c2)OCO3)CC1 (stereo not drawn)
92	CN(C)c1ccc(/C=C/c2ccc3ccccc3[n+]2C)cc1
62	S=c1[nH]cc(-c2ccccc2)n1Cc1ccco1
64	CC1(C)COc2ccc(NS(=O)(=O)CCc3ccccc3)cc2NC1=O
64	Cn1c(=O)c2cc(C(=O)Nc3ccc(C(F)(F)F)cc3)sc2n(C)c1=O
61	CSc1nc2ccc3nc(NC(=O)COc4ccc(Cl)cc4Cl)sc3c2s1
-58	CCOc1ccccc1N=Cc1sc(=S)n(C(C)c2ccccc2)c1O (stereo not drawn)
54	CCOc1ccc(Cc2nnc(Nc3cccnc3)[nH]c2=O)cc1
66	O=C1CC(C2CCCC=C2N2CCCCC2)C(=O)N1c1ccccc1 (stereo not drawn)

Brought forward from above: 7 entries, followed by the next part.
RMI FANCM FP	structure
62	S=c1[nH]cc(-c2ccccc2)n1Cc1ccco1
64	CC1(C)COc2ccc(NS(=O)(=O)CCc3ccccc3)cc2NC1=O
64	Cn1c(=O)c2cc(C(=O)Nc3ccc(C(F)(F)F)cc3)sc2n(C)c1=O
61	CSc1nc2ccc3nc(NC(=O)COc4ccc(Cl)cc4Cl)sc3c2s1
-58	CCOc1ccccc1N=Cc1sc(=S)n(C(C)c2ccccc2)c1O (stereo not drawn)
54	CCOc1ccc(Cc2nnc(Nc3cccnc3)[nH]c2=O)cc1
66	O=C1CC(C2CCCC=C2N2CCCCC2)C(=O)N1c1ccccc1 (stereo not drawn)
99	O=C(CNS(=O)(=O)c1cccc(Cl)c1)Nc1cccc(-c2nc3ccccc3s2)c1
65	Cc1cccc(-c2noc(CCn3c(=O)[nH]c4ccccc4c3=O)n2)c1
56	CC(C)(C)C(=O)NCCC1CC1(Cl)Cl (stereo not drawn)
53	COc1cccc(CNC(=O)C2CCN(C(=O)c3n[nH]c4ccccc34)CC2)c1
57	CN1CCc2cc(C(CNC(=O)c3c(F)cccc3Cl)N3CCCCC3)ccc21 (stereo not drawn)
64	O=C(Nc1ccc(SCc2cccnc2)nn1)c1cccc(F)c1
57	O=C(CC1CCCCN1S(=O)(=O)c1ccc(Cl)cc1)NCc1ccc2c(c1)OCO2 (stereo not drawn)
64	COc1ccccc1NC(=O)CS(=O)(=O)c1cccs1
56	CC(=O)OCC(=O)[C@@]1(O)CCC2C3CC[C@@H]4C[C@H](O)CC[C@]4(C)C3C(=O)C[C@@]21C (stereo partly drawn)
76	N#Cc1c(-c2ccc3c(c2)OCO3)cc(-c2ccccc2O)[nH]c1=O
72	CCCCc1cnc2c(c1Cl)c(=O)n(C)c(=O)n2C
54	CN1CCc2cc(C(CNS(=O)(=O)CCc3ccccc3)N3CCOCC3)ccc21 (stereo not drawn)
86	O=C(/C=C/c1ccc(-c2cccs2)s1)Nc1cccc(C(F)(F)F)c1
60	O=C1OC2CC3CC(C2)CC1C3
64	CC(N)(Cc1ccc(O)cc1)C(=O)O (stereo not drawn)
54	COc1cc2ncnc(NCc3cccc4c3OCO4)c2cc1OC
57	O=S(=O)(c1cc(Br)c(Cl)s1)N1CCCCC1
55	FC(F)(F)c1cccc(-c2nc3c(Cl)cc(C(F)(F)F)cn3n2)c1
59	CCOC(=O)c1sc(-c2ccccc2)nc1C
60	CCN(CC)Cc1ccc(Nc2ccnc3cc(Cl)ccc23)cc1O
55	CC1C(=O)N2CCCc3cc(NS(=O)(=O)c4cccs4)cc1c32 (stereo not drawn)
60	O=C(CSc1nccn1-c1ccc(F)cc1)Nc1ccc(Br)cc1
60	COc1ccc(-c2nc(Cn3c(=O)n(C(C)C)c(=O)c4ccccc43)c(C)o2)cc1
54	O=C1/C(=C/c2ccccc2F)Oc2c1ccc(O)c2CN1CCN(CCO)CC1
66	CN1C(=O)c2cccc(NC(=O)c3ccc(Cl)s3)c2C1=O
53	Cc1cccc(CN2CCN(c3nc4c(c(=O)[nH]c(=O)n4C)n3Cc3cccc4ccccc34)CC2)c1
66	CCS(=O)(=O)N1CCc2ccc(NS(=O)(=O)c3cccc(F)c3)cc2C1
88	Cc1cc(Cl)cc2sc(NC(=O)c3ccn(C)n3)nc12
49	Cc1ccn2cc(-c3cc4c(ccc5ccccc54)oc3=O)nc2c1
53	Cc1nn(-c2ccccc2)c2oc(=O)cc(-c3ccccc3)c12
62	COC(=O)c1sccc1NS(=O)(=O)c1ccc(Cl)cc1
59&58	Cc1c(CN2CCC(C(=O)c3ccc(F)cc3)CC2)sc2ccccc12
51	COc1cc(OC)c([N+](=O)[O-])c(OC)c1
61	Cc1cc(=O)[nH]c(N/N=C\c2ccc(O)c(O)c2)n1
52	COc1ccc(Cl)cc1C(=O)NCCOc1ccc(-c2ccc(F)cc2)nn1
43	O=S(=O)(c1cc(OCC(F)(F)F)ccc1OCC(F)(F)F)n1cccc1
54	COC(=O)c1scc(C#N)c1N=CN(C)C
64	Cc1cc(C(=O)Nc2ccc(S(N)(=O)=O)cc2)nn1C
66	CCOC(=O)c1ccc(NC(=O)C2CCCN(S(C)(=O)=O)C2)cc1 (stereo not drawn)
73	CCOC(=O)c1c(-c2ccc(Br)cc2)csc1NC(=O)CN1CC(C)OC(C)C1 (stereo not drawn)

Records listed so far marked active in RMI FANCM FP:
RMI FANCM FP	structure
1*	Cc1onc(-c2ccccc2Cl)c1C(=O)Nc1ccc2c(c1)COCO2

Continuation:
RMI FANCM FP	structure
56	CN(C1CCCCC1)S(=O)(=O)c1ccc2ccccc2c1
52	Cc1ccccc1COc1cn(CC(=O)N2CCN(c3ccccc3)CC2)c(CO)cc1=O
68	O=C(Nc1cccc(Cl)c1)Nc1ccc(CSc2ccc(Cl)cc2)o1
68	Cc1ccccc1C(=O)NCC1(c2cccs2)CCCC1
62	COc1cc(S(=O)(=O)N2CCN(CCO)CC2)c(OC)cc1Cl
58	O=C(NCc1ccsc1)c1cccc(C(F)(F)F)c1
64	O=C(c1ccccc1Cl)N1CCN(S(=O)(=O)N2CCCCC2)CC1
69	Cc1ccc(-n2cc(C(=O)NCCc3ccccc3)nn2)cc1
46	O=C(CSc1ccc(-c2ccc(F)cc2)nn1)NCCc1ccccc1
58	O=C(CN1CCC(c2nc3ccccc3[nH]2)CC1)NCc1ccco1
55	CC(=O)c1cc(OC(=O)N2CCOCC2)ccc1OC(=O)N1CCOCC1
80	Cc1nc(SCC(=O)Nc2cc(C(F)(F)F)ccc2Cl)c2c3c(sc2n1)CCCC3
63	Cc1noc(C)c1CSc1nnc2scc(-c3ccc(Cl)cc3)n12
56	O=C1Nc2ccc(Br)cc2/C1=C/C(=O)c1ccc2c(c1)OCO2
63	COc1ccccc1-c1nnc(C2CCN(C(=O)Nc3ccccc3)CC2)s1
57	C[C@@H]1CC2C3C[C@H](F)C4=CC(=O)C=CC4(C)C3(F)[C@@H](O)CC2(C)C1C(=O)COC(=O)C(C)(C)C (stereo partly drawn)
61	CCOc1cccc2sc(N(Cc3ccccc3)C(=O)c3ccn(CC)n3)nc12
54	O=C(Nc1cccc(Br)c1)c1ccc(=O)n(Cc2cccc([N+](=O)[O-])c2)c1
82	O=C(COc1ccc(Cl)cc1Cl)Nc1ccc2c(c1)N(C(=O)C1CC1)CC2
65	COc1ccc(C(=O)Nc2cc(C)nn2-c2nc3c(cnn3-c3ccc(F)cc3)c(=O)[nH]2)cc1OC

Sorted by value in RMI FANCM FP (descending): 3 of the compounds above.
RMI FANCM FP	structure
80	Cc1nc(SCC(=O)Nc2cc(C(F)(F)F)ccc2Cl)c2c3c(sc2n1)CCCC3
68	Cc1ccccc1C(=O)NCC1(c2cccs2)CCCC1
61	CCOc1cccc2sc(N(Cc3ccccc3)C(=O)c3ccn(CC)n3)nc12

Looked up above.
Under RMI FANCM FP, `Cc1nc(SCC(=O)Nc2cc(C(F)(F)F)ccc2Cl)c2c3c(sc2n1)CCCC3` shows 80
Under RMI FANCM FP, `COc1ccccc1-c1nnc(C2CCN(C(=O)Nc3ccccc3)CC2)s1` shows 63
Under RMI FANCM FP, `O=C(CN1CCC(c2nc3ccccc3[nH]2)CC1)NCc1ccco1` shows 58
Under RMI FANCM FP, `O=C(NCc1ccsc1)c1cccc(C(F)(F)F)c1` shows 58
Under RMI FANCM FP, `O=C(c1ccccc1Cl)N1CCN(S(=O)(=O)N2CCCCC2)CC1` shows 64

Continuation:
RMI FANCM FP	structure
49	Cc1onc(-c2ccccc2)c1NC(=O)NN(C)c1ccc(C(F)(F)F)cc1[N+](=O)[O-]
52&53	C[N+]1(C)C2CC(OC(=O)[C@H](CO)c3ccccc3)CC1C1OC12 (stereo partly drawn)
55	O=C(CCn1c2c(c3ccccc31)CCCC2)NN=Cc1ccc(OCc2ccccc2)cc1
74	COc1cccc(NC(=O)Cn2cc(-c3nnc(C)o3)c3ccccc32)c1
59	CCOc1ccc(OCC)c(S(=O)(=O)N2CCN(C34CC5CC(CC(C5)C3)C4)CC2)c1
47	COc1ccc(NS(=O)(=O)c2cccc3cnccc23)cc1OC
54	OCCNC(=S)Nc1ccc2c(c1)OCCO2
56	COc1ccc(CCC(=O)c2c(O)cc(O[C@@H]3O[C@H](CO)C(O)[C@H](O)C3O[C@@H]3O[C@@H](C)[C@H](O)[C@@H](O)[C@H]3O)cc2O)cc1O (stereo partly drawn)
49	C=C(C)[C@@H]1CC[C@]2(CO)CC[C@]3(C)[C@H](CC[C@@H]4[C@@]5(C)CC[C@H](O)C(C)(C)[C@@H]5CC[C@]43C)[C@@H]12
